TrxR1 inh = qHTS Assay for Inhibitors of Mammalian Selenoprotein Thioredoxin Reductase 1 (TrxR1): qHTS | Thioredoxin reductase 1, cytoplasmic (Rattus norvegicus), O89049 | recombinant rTrxR1, NADPH fluorescence consumption, selenite substrate | Potency, µM (top dose mostly 114 µM), without a hit: at the highest dose activity change, negative = inhibition, actives largely listed as inhibitors | actives 1% (n = 390,000) | AID 588453, 2011; also: potency is read from the fitted curve at half-maximal effect; % is scaled to controls: 0 for no effect and ±100 for the full control effect; nearly all actives have a fitted effect of over 65% in size
Target sequence (O89049 whole entry, looked up): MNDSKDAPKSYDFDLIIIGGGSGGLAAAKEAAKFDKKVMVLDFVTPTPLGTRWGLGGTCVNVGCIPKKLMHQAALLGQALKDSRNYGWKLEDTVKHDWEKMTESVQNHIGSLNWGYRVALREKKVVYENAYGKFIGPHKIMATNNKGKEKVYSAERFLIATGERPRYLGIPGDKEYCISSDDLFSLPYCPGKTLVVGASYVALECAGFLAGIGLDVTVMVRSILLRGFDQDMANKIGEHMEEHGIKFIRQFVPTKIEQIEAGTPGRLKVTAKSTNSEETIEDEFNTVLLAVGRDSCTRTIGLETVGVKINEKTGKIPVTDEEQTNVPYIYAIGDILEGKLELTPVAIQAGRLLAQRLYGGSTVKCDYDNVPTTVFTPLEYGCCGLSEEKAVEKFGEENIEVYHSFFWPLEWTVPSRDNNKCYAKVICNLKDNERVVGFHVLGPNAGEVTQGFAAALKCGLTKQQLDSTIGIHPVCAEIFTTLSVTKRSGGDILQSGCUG
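Rat TrxR1 (90 nM in the dispensed reagent) was pre-reduced with 400 uM NADPH for 5 min at room temperature, then incubated with compound for 15 min. After 400 uM selenite was added, NADPH fluorescence (Ex 340/Em 450 nm) was followed for 8 min.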
TrxR1 substrate = qHTS Assay for Substrates of Mammalian Selenoprotein Thioredoxin Reductase 1 (TrxR1): qHTS; AID 588456, 2011; purified TrxR1 substrate turnover, NADPH consumption readout; actives 0.01% (n = 390,000); Potency, µM (series often up to 114 µM), without a hit: top-dose activity change, negative = substrate turnover; also: potency is read from the fitted curve at half-maximal effect; % is scaled to controls: 0 for no effect and ±100 for the full control effect; nearly all actives have a fitted effect of over 50% in size
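Rat TrxR1, dispensed at 90 nM, was prereduced with 400 uM NADPH (final) for 5 min at ~22 deg C, then incubated with compound 15 min before 400 uM selenite. A first-read NADPH fluorescence drop versus no-compound background flagged substrates.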
Vif-A3F inh = qHTS for Inhibitors of Vif-A3F Interactions: qHTS. actives 0.2% (n = 390,000). HeLa A3F-eYFP + Vif (tagged APOBEC3F with the HIV-1 protein that degrades it), YFP fluorescence increase. AID 602313, 2012. Potency, µM (series often up to 46.1 µM), for inactives: top-dose activity, negative = active; also: potency is read from the fitted curve at half-maximal effect; % of control where 0% means no effect; nearly all actives have a fitted effect of over 65% in size
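HeLa cells stably expressing A3F-eYFP plus Vif, plated and incubated overnight at 37 deg C, then exposed to compounds overnight at 37 deg C. Blocked degradation read as raised yellow fluorescence (Ex 488/Em 500-530).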
USP1-UAF1 inh = Inhibitors of USP1/UAF1: Primary Screen | Ubiquitin carboxyl-terminal hydrolase 1 (Homo sapiens), O94782 | recombinant USP1/UAF1, Ub-Rhodamine cleavage fluorescence | Potency, µM (top dose mostly 57.1 µM), without a hit: top-dose activity change, negative = inhibition, most hits filed as inhibitors | actives 0.23% (n = 390,000) | AID 743255, 2014; also: potency is read from the fitted curve at half-maximal effect; % is scaled to controls: 0 for no effect and ±100 for the full control effect; nearly all actives have a fitted effect of over 60% in size; inactives centre near -12
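Step one: compound is pinned into 1nM USP1/UAF1 in HEPES pH 7.8 buffer with TCEP. Step two: 15 min room-temperature incubation. Step three: Ub-Rho (150nM final) starts cleavage, tracked by fluorescence over six one-minute reads.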
Glioma ERSR ind = qHTS for Inducers of the Endoplasmic Reticulum Stress Response (ERSR) in Human Glioma: qHTS. Potency, µM, for inactives: top-dose activation, hits mostly activators. U87-MG GRP78 promoter luciferase reporter, 16 h. actives 0.02% (n = 420,000); also: potency is read from the fitted curve at half-maximal effect; series mostly up to about 76 µM; % of control where 0% means no effect; nearly all actives have a fitted effect of over 35% in size
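ERSR induction read as luciferase luminescence (Bright-Glo, 10 min at room temperature) in stably transfected human U87-MG glioma cells exposed to compounds for 16 h, using GRP78 as sensor.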
RGS4 inh = Inhibitors of Regulator of G Protein Signaling (RGS) 4: qHTS; Transcreener GDP fluorescence polarization, RGS4-accelerated GTP hydrolysis; AID 504845, 2011; actives 0.039% (n = 390,000); Potency, µM (highest dose often 114 µM), for the others: at the top dose activity change, negative = inhibition, hits mostly inhibitors; Regulator of G-protein signaling 4 (Homo sapiens), P49798; also: potency is read from the fitted curve at half-maximal effect; % is scaled to controls: 0 for no effect and ±100 for the full control effect; nearly all actives have a fitted effect of over 75% in size; some results filed as inactive show a strong effect at the top dose
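MLSMR compounds (23 nl, pin-transferred) preincubated 10 min at room temperature with a 500nM (2x) first reagent, then RGS4 at 900nM (2x) plus Transcreener GDP mix added; fluorescence polarization (620/688 nm) read before and after 90 min at 30 °C.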
Vif-APOBEC3G blk = qHTS for Inhibitors of Vif-A3G Interactions: qHTS; DNA dC->dU-editing enzyme APOBEC-3G (Homo sapiens), Q9HC16; HeLa A3G-eYFP + Vif (tagged APOBEC3G with the HIV-1 protein that degrades it), YFP fluorescence, overnight; Potency, µM (titrated, usually from 46.1 µM), for the others: top-dose activity, negative = active, actives largely listed as inhibitors; actives 0.076% (n = 410,000);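 also: potency is read from the fitted curve at half-maximal effect; % is scaled to controls: 0 for no effect and ±100 for the full control effect; nearly all actives have a fitted effect of over 60% in size; hits raise eYFP signal because A3G escapes Vif-driven loss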
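Read-out is eYFP fluorescence (Ex 488/Em 500-530) from Vif-expressing HeLa A3G-eYFP cells; more signal means A3G escaped Vif-mediated degradation. Cells plated overnight, compound pinned in, incubated overnight at 37 deg C.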
IDH1 R132H inh = qHTS for Inhibitors of mutant isocitrate dehydrogenase 1 (IDH1): qHTS; Isocitrate dehydrogenase [NADP] cytoplasmic (Homo sapiens), O75874; IDH1-R132H enzyme, NADPH consumption, diaphorase/resazurin fluorescence; Potency, µM (doses to about 76.6 µM), without a hit: at the top dose activity change, negative = inhibition, hits mostly inhibitors; actives 0.093% (n = 390,000); also: potency is read from the fitted curve at half-maximal effect; % is scaled to controls: 0 for no effect and ±100 for the full control effect; nearly all actives have a fitted effect of over 65% in size
Target sequence (O75874 whole entry R132H, stated change not applied): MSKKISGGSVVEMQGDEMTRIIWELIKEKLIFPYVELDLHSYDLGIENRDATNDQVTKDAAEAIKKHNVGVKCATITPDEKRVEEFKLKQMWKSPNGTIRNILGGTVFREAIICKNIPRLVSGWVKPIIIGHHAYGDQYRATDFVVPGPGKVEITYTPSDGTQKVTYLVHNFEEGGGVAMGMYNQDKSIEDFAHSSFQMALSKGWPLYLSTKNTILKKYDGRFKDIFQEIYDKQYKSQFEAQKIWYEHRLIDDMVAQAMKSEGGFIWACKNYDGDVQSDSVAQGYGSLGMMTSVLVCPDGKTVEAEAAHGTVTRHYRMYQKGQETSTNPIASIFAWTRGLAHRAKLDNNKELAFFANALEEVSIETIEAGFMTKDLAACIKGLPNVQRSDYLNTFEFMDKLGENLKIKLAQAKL
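IDH1-R132H (0.5 ug/mL) preincubated 30 min with compound, then NADPH (0.016 mM) and alpha-KG (2 mM) added; 80 min at RT, pH 7.5. Remaining NADPH coupled via diaphorase/resazurin to fluorescence (540/590 nm); concentration-response curves normalized to no-enzyme control.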
LDHA block = qHTS assay for inhibitors of human lactate dehydrogenase. purified LDHA, NADH/diaphorase-resazurin fluorescence; hits give low values. activity change, % (values are at about 110 or 230 µM). actives 0.15% (n = 480,000). AID 1347041, 2019; in the data active = activity change below about -30%; inconclusive = mostly about -25% to -30%;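 also: plate controls were DMSO wells for no effect and wells without enzyme for full effect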
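Resorufin fluorescence (ex540/em590), read at 0 and 20 min after diaphorase/resazurin addition, reports the NADH left after a 5 min room-temperature reaction of 2 nM human LDH5 with 0.06 mM NADH and 0.2 mM pyruvate.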
* = called active by the depositor; u = inconclusive; x = not tested or not shown; [ ] = dose if it differs, or a comment. Unless noted, calls follow the shape of the dose curve; as a rule, active = well fitted curve in the direction sought with a large enough effect; inconclusive = small, poorly fitted or top-dose-only effect, or another doubt; inactive = no such curve, though single readings can be large; an effect the other way counts as inactive or inconclusive.

SMILES | TrxR1 inh | TrxR1 substrate | Vif-A3F inh | USP1-UAF1 inh | Glioma ERSR ind | RGS4 inh | Vif-APOBEC3G blk | IDH1 R132H inh | LDHA block
CCOc1ccccc1N(CC(=O)N1CCc2ccccc2C1)S(C)(=O)=O | 17% | 0% | 0% | -10% | -2% | 14% | 1% | 6% | -3
Cc1c(Cl)cccc1NC(=O)c1cc2sccc2n1Cc1ccc(F)cc1 | 15% | 2% | -11% | -10% | -2% | 3% | -6% | 3% | -3
Cc1ccc(NC(=O)c2ccc(-n3cncn3)c([N+](=O)[O-])c2)cc1F | -11% | -12% | 3% | -8% | -2% | 0% | -5% | 13% | -2
O=C1/C(=C/c2ccccc2)CN(C(=O)CCN2CCOCC2)C/C1=C\c1ccccc1 | -41%[57.1 µM] | 15%[57.1 µM] | -6% | -7% | -14% | u | u | -2% | 0
O=C(CNC(=O)c1ccccc1)NCC(=O)OCC(=O)c1cccc2ccccc12 | 19% | 8% | x | x | 0% | -19% | 1% | x | -1
O=c1ccc2cc(S(=O)(=O)Nc3ccc(Br)cc3)ccc2o1 | 15%[57.1 µM] | 7%[57.1 µM] | -4% | 1% | -5% | 7% | 2% | 20% | -8
Cc1cc(C)cc(NC(=O)CSc2nnc(CNC(=O)c3ccco3)n2C)c1 | 28% | 20% | 7% | -5% | -2% | 3% | -6% | 4% | -10
O=[N+]([O-])c1cccc(-c2nc3ccc([N+](=O)[O-])cc3[nH]2)c1 | 33% | -3% | 8% | -16% | -2% | -100%[56.9 µM] | 0% | 25% | 2
COc1ccc(-c2cc(C)no2)cc1S(=O)(=O)Nc1cccc(CN2CCCC2)c1 | 12% | 1% | -7% | -11% | -4% | 12%[56.9 µM] | 2% | 6% | -6
Cc1cccc(N2CCN(C(=O)CN3C(=O)C4CC=CCC4C3=O)CC2)c1C (stereo not drawn) | -1%[57.1 µM] | -1%[57.1 µM] | 5% | -9% | 2% | 9% | -2% | -1% | -4
O=C(CCCn1c(=S)[nH]c2ccccc2c1=O)NCc1ccco1 | -2% | 2% | x | -1% | -3% | 25% | 1% | 7% | -4
Nn1c(COc2ccccc2F)nnc1SCC(=O)NC1CCCC1 | -5% | -6% | 2% | -4% | -2% | 31% | 0% | 8% | -10
O=C(NCCC(=O)N1CCN(c2ccccc2F)CC1)c1ccco1 | 34% | 18% | 12% | -4% | 2% | 10% | 0% | 7% | -6
C#CCN(C[C@H]1[C@H](OC(=O)NCCCCCC)[C@H](OC(=O)NCCCCCC)C[C@H]2C(=O)N(c3ccccc3)C(=O)[C@@H]12)S(=O)(=O)c1ccc(C)cc1 | x | x | -8% | -6% | -3% | x | 0% | 6% | -1
CCOC(=O)c1sc2nc(N3CCOCC3)c3c(c2c1N)CCC3 | 32%[activator] | 267%[activator] | 1% | u | -5% | -8% | 2% | 2% | 0
COc1ccccc1Nc1nc(N)nc(CN2CCN(Cc3ccccc3)CC2)n1 | 4%[57.1 µM] | 5%[57.1 µM] | 0% | -11% | -3% | -6% | 1% | 7% | 5
Cc1cccc(CCN2C(Nc3ccccc3)=NC[C@@H]2CC(C)C)c1 | 11%[57.1 µM] | 4%[57.1 µM] | -1% | 0% | 6% | 7% | 6% | 11% | -2
CC1(C)CN=C(NC2CCCCC2)S1 | 24% | 8% | -11% | -10% | -1% | 6% | -1% | -2% | -6
Cc1cccc(NC(=O)CN2C(=O)N/C(=C\c3ccc(N4CCOCC4)cc3)C2=O)c1 | -10% | -2% | 12% | -15% | 5% | 0% | 0% | 5% | -6
COc1ccc(N2CCN(C(=O)CNC(=O)c3cccc(Br)c3)CC2)cc1 | 13% | -3% | -9% | 2% | -5% | -20% | 0% | 5% | -1
O=C(COCc1cc(-c2cccs2)on1)NCc1ccc(F)cc1 | -9% | -8% | 5% | -7% | -1% | -43% | 3% | -9% | 0
O=C(C[C@H]1C/C=C\C[C@H](NC(=O)OCC2c3ccccc3-c3ccccc32)C(=O)O[C@@H](c2ccccc2)CNC1=O)NCCO | 8% | 4% | -2% | -29% | -2% | -8% | -1% | 11% | 6
O=C(CSc1nc2c(c(C(F)(F)F)n1)CCc1ccccc1-2)NCc1ccccc1 | -2%[57.1 µM] | 2%[57.1 µM] | -10% | -17% | -4% | u | -12% | 2% | -2
CCOC(=O)c1c(NC(=O)CN2CCOCC2)sc2c1CCCC2 | -27% | -11% | x | -4% | -6% | 25% | -2% | 26µM* | 8
COc1ccccc1CNC(=O)COc1ccc(S(=O)(=O)N2CCOCC2)cc1C | 13% | -2% | 0% | -21% | -3% | 23% | 3% | -9% | -2
O=C(Nc1nc(-c2cccc3ccccc23)cs1)c1cnccn1 | -4% | 0% | 6% | -18% | 6% | -25% | -14% | -3% | -8
CS(=O)(=O)Nc1ccc(C2=NN(S(=O)(=O)c3ccccc3)C(c3cccs3)C2)cc1 (stereo not drawn) | 20% | -6% | 22µM* | -15% | -2% | -3% | u | -4% | 1
CCN(CC(=O)Nc1cccc(S(=O)(=O)N(C)c2ccccc2)c1)Cc1ccccc1 | 26% | -1% | -29% | -15% | -2% | 8% | 1% | 2% | -6
COc1ccc(Nc2c(-c3ccccn3)nc3ccc(Cl)cn23)cc1 | 11%[2.29 µM] | 3% | 3% | 11% | -1% | -6% | -4% | 0% | 6
COc1ccc(-c2nc(S(=O)(=O)c3ccc(Cl)cc3)c(N3CCCCCC3)o2)cc1 | u | 4% | x | 20% | x | -21% | x | x | -18
CCOC(=O)CSc1n[nH]c(NC(=O)c2ccccc2)n1 | 9% | 4% | -3% | -6% | -4% | 3% | 1% | 9% | -11
CCOC(=O)c1sc(NC(=O)Cc2ccc(F)cc2)nc1C | 16%[57.1 µM] | 1% | 6% | -3% | -4% | -1% | 7% | 11% | -15
COc1ccc(OCc2cc(C(=O)N3CCN(C4CCCC4)CC3)no2)c(Cl)c1 | -1% | -4% | 8% | -1% | -2% | -10% | -1% | 5% | 0
Cc1ccc(NC(=O)C2CCN(c3ncnc4sc(C)c(C)c34)CC2)cc1S(=O)(=O)N(C)C | 4%[57.1 µM] | 1%[57.1 µM] | u | -26% | -4% | 1% | 1% | -10% | -3
O=C(COC(=O)c1cccnc1Cl)Nc1cccc(S(=O)(=O)N2CCCCC2)c1 | -5%[57.1 µM] | -4%[57.1 µM] | -3% | u | 0% | -19% | -4% | 2% | -12
COc1ccc(C2=NC(C)(C)Cc3cc(OC)c(OC)cc32)cc1 | 2% | 0% | 2% | -19% | -4% | 4% | 2% | 12% | -2
CCc1ccc(Nc2nnc(SCC(=O)Nc3cccc(S(=O)(=O)NC4=NCCCCC4)c3)s2)cc1 | -7% | -6% | 3% | -21% | -1% | -5% | 1% | 0% | -4
CC(NC(=O)Cc1ccccc1)c1cc2c(cc1Br)OCCCO2 (stereo not drawn) | -11% | -12% | -5% | -17% | -4% | 10% | -2% | 12% | -3
O=S(=O)(c1ccc(F)cc1)N1CCC(c2nc3ccccc3[nH]2)CC1 | 18%[57.1 µM] | 6%[57.1 µM] | 7% | -17% | -6% | -48% | 2% | 4% | -13
COc1ccccc1C1N(c2ccc(F)cc2)C(=O)C2CCCN21 (stereo not drawn) | -5% | -7% | 1% | -13% | -7% | 10% | 0% | 2% | -1

Arranged by count of non-hydrogen atoms (low to high): four of the compounds above
SMILES | TrxR1 inh | TrxR1 substrate | Vif-A3F inh | USP1-UAF1 inh | Glioma ERSR ind | RGS4 inh | Vif-APOBEC3G blk | IDH1 R132H inh | LDHA block
O=C(COCc1cc(-c2cccs2)on1)NCc1ccc(F)cc1 | -9% | -8% | 5% | -7% | -1% | -43% | 3% | -9% | 0
COc1ccccc1CNC(=O)COc1ccc(S(=O)(=O)N2CCOCC2)cc1C | 13% | -2% | 0% | -21% | -3% | 23% | 3% | -9% | -2
CCc1ccc(Nc2nnc(SCC(=O)Nc3cccc(S(=O)(=O)NC4=NCCCCC4)c3)s2)cc1 | -7% | -6% | 3% | -21% | -1% | -5% | 1% | 0% | -4
O=C(C[C@H]1C/C=C\C[C@H](NC(=O)OCC2c3ccccc3-c3ccccc32)C(=O)O[C@@H](c2ccccc2)CNC1=O)NCCO | 8% | 4% | -2% | -29% | -2% | -8% | -1% | 11% | 6

Only part of the results is shown; count on the stated rates, not on these rows.
